MT1-MMP act inh – blockers of MT1-MMP proenzyme processing, primary screen, HT1080 RFP-PRO-GFP cells, GFP/RFP fluorescence | Matrix metalloproteinase-14 (Homo sapiens), P50281 | GFP/RFP ratio fluorescence, overnight; percent of plate control window, DMSO zero | GFP/RFP ratio change, % at 20 µM | 360,000 tested, 0.061% active;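 active = GFP/RFP ratio change of at least 30% with cell ATP level not reduced by more than half and red fluorescence within 50% of control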; note: strong numbers were not always called active
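Material – HT1080 RFP-PRO-GFP cells · Control set – DMSO wells and RFP-L50D-GFP cells · Incubation – overnight cell settling, then overnight compound exposure, 37 °C, 5% CO2 · Compound dosing – single-point 20 µM compound, 1% DMSO · Read-out – GFP/RFP fluorescence ratio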
SKN-1 block – suppressors of acrylamide-induced Pgst-4::GFP reporter in worms, primary screen, SKN-1 inhibitor project, whole organism, uHTS, GFP/RFP fluorescence ratio, strain VP596; C. elegans VP596 Pgst-4::GFP/RFP ratio, 24 h; 360,000 tested, 0.49% active; inhibition, % at 21.8 µM;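 active = interference check ratio from 0.5 to 1.5 plus GFP to RFP signal ratio inhibition reaching or exceeding a fixed threshold, cut at about 30% in these data, passing the limit was not always enough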; note: some compounds called inactive have numbers as strong as hits
PABP1 MLLE inh – inhibitors of PABP1 MLLE–PAM2 peptide binding, primary screen, biochemical, fluorescence polarization, FITC-PAM2, GST-MLLE | inhibition, % at 20 µM | 360,000 tested, 0.36% active | Polyadenylate-binding protein 1 (Homo sapiens), P11940; in the data active = inhibition above about 35%, passing the limit was not always enough;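 note: plate controls were DMSO wells with GST-MLLE for no effect and wells lacking GST-MLLE protein for full effect; some results filed as inactive read as strong as hits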
eLon inh – inhibitors of E. coli Lon protease, primary screen, biochemical, fluorescence polarization; 360,000 tested, 0.42% active; purified E. coli Lon protease; AID 602123, 2011; inhibition, % at 7.94 µM; in the data active = inhibition above about 13%, passing the limit was not always enough;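 note: 0% = enzyme with probe and DMSO and 100% = no enzyme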
FAS TE block – FAS thioesterase domain inhibitors, primary screen, biochemical, fluorescence intensity, uHTS | Fatty acid synthase (Homo sapiens), P49327 | recombinant FAS-TE, OMFH fluorogenic substrate, fluorescence endpoint | inhibition, % at 15 µM | 360,000 tested, 0.67% active | AID 602261, 2012;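 active = compounds whose normalised, plate-corrected inhibition of enzyme fluorescence in the single-dose primary screen is 50% or more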;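 note: 0% = DMSO with enzyme and 100% = substrate without enzyme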
Tb MetRS inh – T. brucei MetRS inhibitors, primary screen, biochemical, luminescence. methionyl-tRNA synthetase (Trypanosoma brucei brucei). purified T. brucei MetRS, ATP depletion, Kinase-Glo luminescence. inhibition, % at 11.9 µM. 360,000 tested, 0.4% active. AID 624268, 2012;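 active = inhibition above a per-plate cutoff of the control wells' mean inhibition plus 3 SD, cut at about 5.5% in these data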;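 note: 0% = DMSO wells median and 100% = median of wells with control inhibitor compound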
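Material: parasite MetRS enzyme / Replication: singlicate, one well per compound / Signal: luminescence of leftover ATP / Schedule: 2 h aminoacylation at 25 °C after 15 min preincubation / Medium: HEPES-MgCl2-KCl buffer plus DTT, spermine, BSA, pyrophosphatase / Doses: 11.9 µM single point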
CendR NRP1 mod – modulators of CendR peptide binding to NRP-1, primary screen, biochemical, fluorescence polarization, uHTS. Neuropilin-1 (Homo sapiens), O14786. FAM-RPARPAR peptide binding to NRP-1. inhibition, % at 25 µM. 360,000 tested, 0.85% active. AID 602438, 2012;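 active = inhibition or corrected inhibition above about 18%, plus a signal ratio from 0.5 to 1.5, limit read from the data, passing the limit was not always enough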; note: strong numbers were not always called active
Target sequence (O14786 whole entry, looked up): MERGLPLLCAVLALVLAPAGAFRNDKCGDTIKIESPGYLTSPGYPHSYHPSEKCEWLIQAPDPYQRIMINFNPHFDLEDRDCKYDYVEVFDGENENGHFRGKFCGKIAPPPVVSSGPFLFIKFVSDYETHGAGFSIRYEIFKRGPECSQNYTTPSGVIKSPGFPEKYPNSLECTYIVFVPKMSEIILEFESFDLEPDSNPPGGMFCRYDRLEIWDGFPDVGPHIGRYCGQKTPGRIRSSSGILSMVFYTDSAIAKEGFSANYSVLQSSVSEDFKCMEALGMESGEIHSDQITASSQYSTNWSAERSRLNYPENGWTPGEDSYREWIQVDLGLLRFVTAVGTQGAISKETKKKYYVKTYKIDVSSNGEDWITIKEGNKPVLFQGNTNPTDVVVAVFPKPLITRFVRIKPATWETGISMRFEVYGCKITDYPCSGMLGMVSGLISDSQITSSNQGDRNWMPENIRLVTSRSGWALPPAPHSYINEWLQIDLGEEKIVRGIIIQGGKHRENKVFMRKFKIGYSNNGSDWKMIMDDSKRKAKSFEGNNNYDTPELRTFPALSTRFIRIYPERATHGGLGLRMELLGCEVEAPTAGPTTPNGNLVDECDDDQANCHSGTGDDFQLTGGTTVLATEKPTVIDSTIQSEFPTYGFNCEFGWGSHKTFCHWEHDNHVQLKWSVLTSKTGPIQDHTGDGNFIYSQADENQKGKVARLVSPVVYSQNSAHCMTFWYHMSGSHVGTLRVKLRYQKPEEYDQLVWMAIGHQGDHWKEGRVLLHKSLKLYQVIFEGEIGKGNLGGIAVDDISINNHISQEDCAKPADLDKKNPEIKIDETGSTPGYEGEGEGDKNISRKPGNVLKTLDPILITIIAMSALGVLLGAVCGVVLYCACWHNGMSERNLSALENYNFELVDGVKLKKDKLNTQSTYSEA
MsrA inhibitor – bovine MsrA enzyme inhibitors, primary screen, biochemical, absorbance, HTS | 360,000 tested, 0.75% active | inhibition, % at 15.5 µM | purified bovine MsrA, absorbance read-out | Methionine sulfoxide reductase A (Bos taurus) | AID 651718, 2012; in the data active = inhibition above about 4.5%;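 note: 0% = vehicle wells with enzyme and 100% = reference inhibitor wells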
bovine MsrA act – bovine MsrA enzyme activators, primary screen, biochemical, absorbance, HTS. Methionine sulfoxide reductase A (Bos taurus). purified bovine MsrA, absorbance read-out. activation, % at 10.6 µM. 360,000 tested, 0.3% active. AID 602163, 2012; in the data active = activation above about 7.5%;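 note: 0% = vehicle and 100% = reference activator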
Active calls of the source: *; / = not tested or not shown.

SMILES	MT1-MMP act inh	SKN-1 block	PABP1 MLLE inh	eLon inh	FAS TE block	Tb MetRS inh	CendR NRP1 mod	MsrA inhibitor	bovine MsrA act
CC1(C)CC(=O)C(C(=O)/C=C/c2ccco2)C(=O)C1	-3	5	9	-9	-6	-0.4	6	1.6	-3
COc1ccc2c(c1)CC/C(=C/c1ccncc1)C2=O	0	-2	14	-16	-7	-1.3	-18	/	-9
COc1ccc(NC(=O)CC2SC(N)=NC2=O)c([N+](=O)[O-])c1 (centres undefined)	2	8	-15	-1	-8	0.1	-2	-0.4	-2
O=C(COC(=O)c1ccc(Br)o1)NCC(=O)Nc1ccc(F)cc1	0	3	-8	-4	-5	-0.1	19	-0.8	0
COC1Cc2ccccc2N(C(=O)N2CCN(CCO)CC2)c2ccccc21 (centres undefined)	-1	-6	11	10	-9	-1.2	-1	-0.7	-1
COc1cccc(N(C(=O)c2ccco2)C(C(=O)NC2CCCC2)c2ccc(N3CCOCC3)cc2)c1 (centres undefined)	2	22	-9	-12	13	-0.3	-9	0.2	-2
COc1cc(/C=C(\C#N)C(=O)Nc2ccc3c(c2)OCCO3)ccc1O	5	-14	-98	-87	2	0.8	-91	2.5	-3
NC(=O)c1cc([N+](=O)[O-])ccc1NCc1cccnc1	2	9	2	-7	3	-0.2	1	2.3	-5
CCN(Cc1ccccc1)C(=O)COC(=O)c1c(C)nsc1NC	0	-12	11	-10	3	-0.1	1	-0.8	-2
COc1ccc(Oc2nc(Oc3ccc(OC)cc3)nc(Oc3ccc(OC)cc3)n2)cc1	-6	-24	-7	-7	-4	-0.6	11	0.9	-3
CC(C)Cn1c(=O)c2ccccc2n2c(CCC(=O)NCC3CCCO3)nnc12 (centres undefined)	2	7	1	-11	-5	-0.2	8	-1.0	0
CCOC(=O)N1CCN(c2c(N3CCN(c4cccc(C)c4C)CC3)c(=O)c2=O)CC1	-2	9	-9	1	-8	-0.2	2	0.9	-1
COc1ccc(CN2C(=O)c3cccnc3C2Nc2cc(Cl)ccc2OC)cc1 (centres undefined)	0	18	10	-10	12	0.5	-27	-0.5	-5
COc1cccc(NC(=O)c2cccc(OC)c2OC)c1	-1	3	7	-3	-1	-0.3	-7	-0.9	-1
COc1ccc(-c2csc(C(C)(O)c3ccccc3)n2)cn1 (centres undefined)	0	18	-11	-12	1	-0.1	0	0.0	2
C/C(=N\NC(=O)c1nnn(-c2nonc2N)c1-c1ccc2c(c1)OCO2)c1ccc(F)cc1	4	2	-6	6	-6	-0.7	16	-0.3	-1
CC(=O)c1cccc(-c2ccnc3c2CC(C(=O)Nc2ccc(C(C)C)cc2)O3)c1 (centres undefined)	6	-27	1	1	55*	-0.6	-13	-0.9	-8
O=C(O)CC1(CC(=O)NCc2csc(-c3cccs3)n2)CCCCC1	2	-4	7	-8	-5	1.0	8	1.0	-1
Cc1cc(C)n(-c2nnc(C)c(=O)[nH]2)n1	-1	6	6	1	-6	0.9	-5	2.4	-2
C[C@H](CO)N1C[C@H](C)[C@@H](CN(C)S(=O)(=O)c2ccccc2)Oc2c(cccc2N(C)C)C1=O	-3	18	-9	-2	-8	0.3	6	0.3	-2
CC1=CC(C)(C)N2C(=O)C3(C(C#N)=C(N)Oc4cc(C)oc(=O)c43)c3cccc1c32 (centres undefined)	5	-13	8	-5	2	-0.9	18	1.2	4
c1ccc2sc(SN3CCOCC3)nc2c1	2	-4	5	-2	-5	-0.5	1	-0.3	-3
Cc1ccc(OCCNC(=O)c2ccccc2F)cc1	-3	-1	-12	-3	2	-1.1	-3	0.7	-3
O=[N+]([O-])c1cccnc1NCCc1ccccc1	0	15	-2	-8	-2	-0.8	1	1.0	-6
O=C(CN1CCN(C(=O)C2CCCO2)CC1)Nc1cc(C(F)(F)F)ccc1Cl (centres undefined)	8	2	0	5	-4	-0.8	9	-1.1	-9

(further entries)
SMILES	MT1-MMP act inh	SKN-1 block	PABP1 MLLE inh	eLon inh	FAS TE block	Tb MetRS inh	CendR NRP1 mod	MsrA inhibitor	bovine MsrA act
CC1(C(=O)NS(=O)(=O)c2ccccc2)CCN1C(=O)CC(c1ccccc1)c1ccccc1 (centres undefined)	-1	3	5	1	-7	-0.2	11	2.2	-2
O=C(O)c1ccc([N+](=O)[O-])c(CS(=O)(=O)c2ccc(Cl)cc2)c1	2	-5	3	-4	-14	-0.9	6	1.6	-6
Cc1ccccc1C(=O)NC(CC(C)C)C(=O)Nc1cccc(S(=O)(=O)N(C)C)c1 (centres undefined)	-2	-3	-3	0	-4	0.6	7	1.2	-6
Cc1c(C)n(C(=O)CN2CCC(C(N)=O)CC2)c2ccccc12	-4	27	7	0	-3	-0.6	0	-0.3	-3
Cc1ccc(-c2nc(C(=O)NCC3CCCO3)cc3c2[nH]c2ccccc23)cc1 (centres undefined)	-30	1	-5	3	22	0.0	-26	0.3	-2
COc1cc(NC(=O)CNc2cccc(S(=O)(=O)N3CCOCC3)c2)cc(OC)c1	2	11	-7	3	1	-0.4	8	-0.5	-4
O=C(Nc1ccccc1)c1cccnc1NCCc1ccccc1	-8	14	-2	3	28	0.2	1	0.5	-3
COc1cccc(CN(c2ccc3c(c2)CCC3)S(=O)(=O)c2ccc(-n3cnnn3)c(OC)c2)c1	-3	16	14	2	38	-1.1	-4	0.8	-5
CN(C)C(=C(C#N)C#N)N1CCN(c2ccc(Cl)c(Cl)c2)CC1	0	9	3	-2	29	0.4	3	-0.6	-1
COc1ccc(-n2nnnc2Sc2ccc(S(=O)(=O)N3CCOCC3)cn2)cc1	-2	17	36	-11	10	0.0	-2	-0.5	-3
Cc1ccc(S(=O)(=O)N(C)C)cc1-n1c(SCC(=O)Nc2ccccc2)nc2ccccc2c1=O	-2	-1	4	-2	52*	0.4	5	0.4	-5
CCCCN(CC)C(=O)c1ccc(Cl)cc1	1	-2	5	-13	-4	1.9	3	-0.4	-3
CC1CC(C)(C)CC2(C1)NC(=O)N(CC(=O)Nc1cc(C(F)(F)F)ccc1N1CCCCC1)C2=O (centres undefined)	-18	-3	-28	12	60*	-0.3	13	1.3	1
Cc1ccccc1S(=O)(=O)Cc1ccc(C(=O)N2CC(C)CC(C)C2)o1 (centres undefined)	-3	-4	3	-3	-2	-0.7	-6	-0.7	-7
Cn1c2c(c(=O)n(C)c1=O)NC1(N2)C(=O)Nc2ccccc21 (centres undefined)	-4	-12	-2	3	-2	-0.2	8	2.3	-1
COc1ccc(C)cc1NS(=O)(=O)c1cn(C)c(=O)n(C)c1=O	1	10	-2	0	-4	-0.2	-1	-0.5	-2
CNC(=O)[C@@]1(Cc2ccccc2)C=C[C@@H](C)N1C(=O)OC	-4	9	0	2	-10	-0.2	9	0.6	-2
O=C(O)c1ccc(CNC(=O)C2CCCN2C(=O)OCc2ccccc2)cc1 (centres undefined)	-3	-11	-4	-13	-5	-0.6	5	1.0	-3
CC[C@H](C)[C@H]1O[C@]2(CC[C@@H]1C)C[C@@H]1C[C@@H](CC=C(C)[C@@H](O[C@H]3C[C@H](OC)[C@@H](O[C@H]4C[C@H](OC)[C@@H](O)[C@H](C)O4)[C@H](C)O3)[C@@H](C)C=CC=C3CO[C@@H]4[C@H](O)C(C)=C[C@@H](C(=O)O1)[C@]34O)O2	-23	19	4	8	54*	0.3	-8	/	0
CC(C)(C)NC(=O)c1cccc2c1-c1ccccc1C2=O	1	-2	6	0	3	0.1	2	1.0	-3
CN(C(=O)COC(=O)c1c2c(nc3ccccc13)CCCC2)c1c(N)n(Cc2ccccc2)c(=O)[nH]c1=O	-4	12	-7	8	2	0.0	-2	2.5	-3
CCOC(=O)Nc1cccc2c1-c1ccc([N+](=O)[O-])cc1C2=O	-4	40*	-8	-4	1	-0.5	-14	1.7	-9
Cc1ccc(NC(=O)c2ccccc2Cl)c(Cl)c1	-6	-7	19	-1	-2	-0.9	5	0.3	-1
O=S(=O)(NCCc1ccccc1)c1cccc2cccnc12	0	5	3	-4	-3	-1.4	7	0.5	-5
CC(=O)NCCc1ccc(S(=O)(=O)Nc2ccc(C)c(S(=O)(=O)N3CCOCC3)c2)cc1	-7	-4	4	1	-1	-1.7	10	0.2	-14

No new results follow: an excerpt of the list.
SMILES	MT1-MMP act inh	SKN-1 block	PABP1 MLLE inh	eLon inh	FAS TE block	Tb MetRS inh	CendR NRP1 mod	MsrA inhibitor	bovine MsrA act
CCOC(=O)Nc1cccc2c1-c1ccc([N+](=O)[O-])cc1C2=O	-4	40*	-8	-4	1	-0.5	-14	1.7	-9
Cc1ccc(NC(=O)c2ccccc2Cl)c(Cl)c1	-6	-7	19	-1	-2	-0.9	5	0.3	-1
O=S(=O)(NCCc1ccccc1)c1cccc2cccnc12	0	5	3	-4	-3	-1.4	7	0.5	-5
CC(=O)NCCc1ccc(S(=O)(=O)Nc2ccc(C)c(S(=O)(=O)N3CCOCC3)c2)cc1	-7	-4	4	1	-1	-1.7	10	0.2	-14

Next section
SMILES	MT1-MMP act inh	SKN-1 block	PABP1 MLLE inh	eLon inh	FAS TE block	Tb MetRS inh	CendR NRP1 mod	MsrA inhibitor	bovine MsrA act
O=C(CSCC(=O)N1CCCCC1)OCC(=O)c1c[nH]c2ccccc12	-9	-4	30	-5	-14	0.5	-5	-0.1	-10
Cc1ccc([N+](=O)[O-])c(NC(=O)COC(=O)CCNS(=O)(=O)c2cccs2)c1C	1	2	-12	5	-7	-0.3	-9	1.7	-3
CCCSc1nc2ccsc2c(=O)n1CC	-1	12	10	8	2	-1.3	-2	-0.7	-2
Cn1cnnc1Sc1ccc(C(=O)NCCC23CC4CC(CC(C4)C2)C3)cc1[N+](=O)[O-]	-4	13	1	-3	18	-0.1	12	0.4	0
O=C1NC(=Nc2ccc(O)cc2)S/C1=C\C=C\c1ccco1	0	-5	-40	6	3	0.3	-19	0.9	-5
COc1cc(NCCCn2cnc3c(OCc4ccccc4)ncnc32)cc(OC)c1OC	3	0	-2	-3	-5	-0.7	6	-1.7	0
Cc1ccc(S(=O)(=O)NC2CC(C)(C)NC(C)(C)C2)cc1	-1	14	4	-6	-8	-0.1	1	-1.3	-2
COc1ccc(CNC(=O)C[C@H]2C[C@H](C(=O)N3CCCCC3)[C@@]3(C)c4[nH]c5cc(CCC(=O)N(C)C)ccc5c4CCN3C2=O)cc1OC	2	11	13	10	-10	0.4	-14	0.4	-1
FC(F)(F)c1ccc(Cl)c(-n2c(-c3cc(C4CC4)[nH]n3)n[nH]c2=S)c1	0	11	-33	-10	-3	-0.7	8	-1.5	0
Cn1c(SCc2cccc(Br)c2)nc2c1c(=O)[nH]c(=O)n2C	0	10	5	-3	1	0.2	-2	0.8	-1
COc1ccccc1CCC(=O)Nc1nccs1	-3	-13	12	24	0	-0.8	-1	0.3	-2

Screens (PubChem BioAssay)
